# CCT chaperon mod = changes cytosolic chaperonin activity | purified chaperonin ATPase assay, HTRF ADP detection, 30 min | activity change, % (concentration not given with the values), hits read low | 360,000 tested, 0.3% active | AID 651819; in the data active means activity change below about -30%; further: on the % scale 0 is the no-effect control and ±100 the full control effect
#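 Nucleotide hydrolysis assay: TRiC at 20–40 nM final (set by batch activity) with 10 uM ATP, 30 min at 37 °C, in presence of 76 uM compound. Detection by competitive ADP HTRF, 30 min ambient.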
# D3 ag = D3 dopamine receptor (human) agonism; P35462; D3R DiscoveRx beta-arrestin cells, luminescence, 90 min; max activation, %; 410,000 tested, 0.58% active; in the data active means max activation above about 30%; further: 0% is about no effect; mostly tested at two doses, the higher about 12 µM
#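 Agonist mode: compounds and dopamine controls were applied to plated cells for 90 min at 37 degrees C after an overnight attachment at 1500 cells/well. Luminescent read-out followed 30 - 60 minutes at room temperature with DiscoveRx detection reagent.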
# D3 antag = antagonists of human D3 dopamine receptor. P35462. D3R cells, DiscoveRx beta-arrestin luminescence, antagonist mode; stronger effect = lower value. max response, negative = inhibition, %. 360,000 tested, 2.5% active; in the data active means max response below about -50%; inconclusive means no clear call, values can overlap the other calls; further: on the % scale 0 is the no-effect control and ±100 the full control effect; mostly tested at two doses, the higher about 12 µM
#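 Cells plated overnight at 1500 cells/well, then exposed to library compounds with dopamine controls for 90 minutes at 37 degrees C. DiscoveRx reagent added for 30–60 minutes at room temperature; luminescence read, quantitative HTS format.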
# EPAC2 antag = blocks human EPAC2 exchange factor; Potency, µM (doses to about 114 µM), for inactives: top-dose activity, negative = inhibition, usual class: inhibitors; Q8WZA2; 360,000 tested, 0.18% active; EPAC2 GEF exchange of Rap1B-BODIPY-GDP, fluorescence; further: potency means the concentration at half of the fitted maximal effect; on the % scale 0 is the no-effect control and ±100 the full control effect; nearly all actives have a fitted effect of over 45% in size; many of its hits are not listed in these tables
# Target sequence (Q8WZA2 whole entry, looked up): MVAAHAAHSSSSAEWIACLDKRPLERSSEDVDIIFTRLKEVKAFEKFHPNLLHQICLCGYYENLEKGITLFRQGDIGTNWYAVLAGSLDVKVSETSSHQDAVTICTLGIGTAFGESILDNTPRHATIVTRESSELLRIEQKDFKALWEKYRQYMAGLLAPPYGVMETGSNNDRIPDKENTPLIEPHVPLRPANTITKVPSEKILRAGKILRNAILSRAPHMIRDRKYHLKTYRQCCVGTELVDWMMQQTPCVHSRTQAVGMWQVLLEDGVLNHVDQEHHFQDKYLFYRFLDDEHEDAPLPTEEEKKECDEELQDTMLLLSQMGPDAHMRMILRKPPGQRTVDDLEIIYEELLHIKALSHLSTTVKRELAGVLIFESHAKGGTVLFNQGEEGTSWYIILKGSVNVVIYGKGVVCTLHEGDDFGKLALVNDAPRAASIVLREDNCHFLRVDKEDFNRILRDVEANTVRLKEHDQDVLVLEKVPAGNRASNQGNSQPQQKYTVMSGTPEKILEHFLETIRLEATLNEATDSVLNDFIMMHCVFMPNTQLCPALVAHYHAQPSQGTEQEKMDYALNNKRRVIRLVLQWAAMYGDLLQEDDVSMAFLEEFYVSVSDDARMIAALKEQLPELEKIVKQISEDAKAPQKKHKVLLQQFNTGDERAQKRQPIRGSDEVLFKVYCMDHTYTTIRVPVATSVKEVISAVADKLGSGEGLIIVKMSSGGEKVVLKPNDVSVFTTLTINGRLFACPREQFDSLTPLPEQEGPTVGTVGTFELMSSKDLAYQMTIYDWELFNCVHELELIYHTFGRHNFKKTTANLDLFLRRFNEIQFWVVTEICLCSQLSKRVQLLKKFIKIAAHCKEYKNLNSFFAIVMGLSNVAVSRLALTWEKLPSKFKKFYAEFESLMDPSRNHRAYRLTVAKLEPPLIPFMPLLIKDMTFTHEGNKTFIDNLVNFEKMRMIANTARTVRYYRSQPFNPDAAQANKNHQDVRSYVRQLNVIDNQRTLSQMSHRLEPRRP
# EPAC2 ag = activates human EPAC2 exchange factor | Q8WZA2 | EPAC2 activation, biochemical qHTS; response scale: 100% = 6.5 mM cAMP response | Potency, µM (highest dose often 154 µM), without a hit: at the highest dose activation, actives largely listed as activators | 360,000 tested, 0.079% active | AID 720711; further: potency means the concentration at half of the fitted maximal effect; nearly all actives have a fitted effect of over 50% in size
#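 qHTS, titration series. 100 nM EPAC2 / 250 nM Rap1B-BODIPY-GDP / 50 uM GDP; RT; ex 480/em 540 nm, 5-min reads to 30 min. Norm. to 6.5 mM cAMP = activation.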
# Mm-Cpn inhibitor = M. maripaludis TRiC chaperonin inhibition. purified Mm-Cpn ATPase, ADP Transcreener TR-FRET. Potency, µM (top dose mostly 76.9 µM), without a hit: at the top dose activity, negative = inhibition, usual class: inhibitors. 330,000 tested, 0.031% active. AID 504842; further: potency means the concentration at half of the fitted maximal effect; on the % scale 0 is the no-effect control and ±100 the full control effect; nearly all actives have a fitted effect of over 80% in size
#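 TR-FRET (320 nm excitation; 590 and 665 nm emission) reports ADP made from 10 uM ATP by 25 nM enzyme; compounds were preincubated 10 min, reaction run 30 min, both at 37°C.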
# pAkt inh = blocks phosphorylation of Akt; Neuro2A IGF-stimulated pAkt S473 HTRF, 20 min; stronger effect = lower value; activity change, % for hits at 50 µM; 360,000 tested, 0.32% active; in the data active means activity change below about -80%; inconclusive means mostly about -51% to -80%; further: on the % scale 0 is the no-effect control and ±100 the full control effect
#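 Single-point screen (50 µM final compound) in Neuro2A cells stimulated 20 min with 6 nM IGF at 37 deg C. After lysis, Ser473-phosphorylated Akt read by HTRF (ex 330 nm, em 615/665 nm) as the 665/615 ratio.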
# PTHR1 agonist = agonists of human PTHR1 parathyroid hormone receptor; Q03431; HEK293 GP2 PTHR1 cells, GloSensor cAMP luminescence, 1 h; Potency, µM (highest dose often 115 µM), for the others: at the top dose activation, actives largely listed as activators; 410,000 tested, 0.075% active; further: potency means the concentration at half of the fitted maximal effect; nearly all actives have a fitted effect of over 55% in size; some results filed as inactive show a strong effect at the top dose; inactives centre near -15; many of its hits are not listed in these tables
#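 HEK-293-derived GP2 cells expressing PTHR1 and a GloSensor cAMP reporter, 3,000/well, plated overnight, given luciferin plus IBMX (each 0.5 mM as added) for 1 h at 37 °C, then compound for 1 h at 37 °C. Luminescence was read after 15 min at room temperature.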
# * hit, by the source's call; i = inactive; ? = inconclusive; . = not tested or not shown; [ ] = another dose, or the depositor's remark. Unless noted, the call rests on the fitted dose curve; in most records, active means well fitted curve in the direction sought with a large enough effect; inconclusive means small, poorly fitted or top-dose-only effect, or another doubt; inactive means no such curve, though single readings can be large; an effect the other way counts as inactive or inconclusive. Only part of the results is shown, so the mix of outcomes need not match the whole.
1: COC(=O)Oc1nsnc1N1CCOCC1
2: CC1=Nc2cc(C(=O)O)ccc2Sc2ccc(C)cc21
3: CC(=O)C1C(c2ccccc2Cl)NC(=O)NC1(O)C(F)(F)F (configuration not stated)
4: CC(=O)Nc1cc2c3c(cccc3c1)-c1ccccc1-2
5: Cc1coc2c1c(C)cc1oc(=O)c(CC(=O)NCCC(=O)O)c(C)c12
6: O=C(O)CCN(CC(=O)c1ccc(Cl)cc1)S(=O)(=O)c1ccc([N+](=O)[O-])cc1
7: COc1ccc(C2(C)NC(=O)N(CC(=O)Nc3ccc(S(=O)(=O)N4CCCC4)cc3)C2=O)cc1 (configuration not stated)
8: CCOC(=O)C(NC(=O)CC)(Nc1ccc(S(=O)(=O)Nc2onc(C)c2C)cc1)C(F)(F)F (configuration not stated)

entry no.	1	2	3	4	5	6	7	8
CCT chaperon mod	-1.8	1.0	0.6	-0.9	-1.0	-0.6	1.3	-4.3
D3 ag	-12	1	-4	4	1	-11	-4	1
D3 antag	-10	2	0	-10	-22	0	1	13
EPAC2 antag	0%	-2%	-11%	7%	2%	-25%	1%	6%
EPAC2 ag	8%	-3%	-6%	1%	8%	-6%	3%	-2%
Mm-Cpn inhibitor	-7%	-4%	-1%	.	-4%	2%	1%	0%
pAkt inh	i	i	i	i	i	i	i	i
PTHR1 agonist	-8%[57.5 µM]	-13%	-12%	i	i	1%	-18%	i

9: Cc1c(NC(=O)c2cccc(NC(=O)COc3ccc(C#N)cc3)c2)c(=O)n(-c2ccccc2)n1C
10: C=CCN(C(=O)C1CC(=O)N(C2CCCC2)C1)c1nc(-c2ccc(S(C)(=O)=O)cc2)cs1 (configuration not stated)
11: O=C1CCC2S/C(=C/Nc3ccc(C(F)(F)F)cc3)C(=O)N12 (configuration not stated)
12: CC(C)CC(=O)N=C1SC2CS(=O)(=O)CC2N1Cc1ccccc1 (configuration not stated)
13: CN(C)C(=O)CSc1nc(-c2ccccc2)c(-c2ccccc2)o1
14: CC(=O)c1cccc(NS(=O)(=O)c2ccc(C(=O)Nc3ccccc3)cc2)c1
15: CC(=O)c1c(C)c(C)c2n1CCn1c(C)ccc1-2
16: CN1CCN(CCOc2cccc(Cl)c2)CC1

entry no.	9	10	11	12	13	14	15	16
CCT chaperon mod	2.1	-8.9	-18	1.0	0.0	0.7	-7.7	-2.4
D3 ag	-7	15	3	6	-1	8	4	1
D3 antag	2	100	-19	11	9	-8	20	?
EPAC2 antag	13%	-1%	?	-1%	?	3%	-9%	-2%
EPAC2 ag	3%	-2%	-16%	-2%	12%	20%	13%	6%
Mm-Cpn inhibitor	0%	-1%	1%	1%	-17%	0%	-6%	2%
pAkt inh	i	i	i	i	i	i	i	i
PTHR1 agonist	-12%	-58%[inhibitor]	-42%[inhibitor]	i	-36%[inhibitor]	-87%	i	-15%

17: COc1ccc(S(=O)(=O)N(C)c2ccc(C(=O)NCc3ccncc3)cc2)cc1
18: COc1ccc(OCc2cc(C(=O)N(C)C3CCOC3)no2)c(Cl)c1 (configuration not stated)
19: Cn1c(=O)[nH]c(=O)c2c1nc(NCCCn1ccnc1)n2CCOc1ccccc1
20: CC(C)C1C(=O)N(Cc2cn(CC3CCCCC3)nn2)CCS(=O)(=O)N1Cc1ccc(-c2ccc(Cl)cc2)cc1 (configuration not stated)
21: O=C(OC(C(=O)NCC1CCCO1)c1ccccn1)c1cccs1 (configuration not stated)
22: CCCCn1c(N)c(N(Cc2ccccc2OC)C(=O)COc2ccc(F)cc2Cl)c(=O)[nH]c1=O
23: Brc1ccc(-c2nnc3sc(CN4CCC5(CC4)OCCO5)cn23)cc1
24: Cc1cc(N2CCN(C)CC2)ccc1NC(=O)c1c2c(nc3ccccc13)CCN(Cc1ccccc1)C2

entry no.	17	18	19	20	21	22	23	24
CCT chaperon mod	1.3	-1.6	-1.1	-0.7	5.6	-0.2	-4.9	-1.6
D3 ag	6	-3	1	9	12	5	-7	-6
D3 antag	5	-19	14	36	2	7	-19	0
EPAC2 antag	2%	3%	-26%[57.1 µM]	-2%	20%	1%	6%	10%
EPAC2 ag	-3%	0%	-19%	7%	2%	11%	-1%	12%
Mm-Cpn inhibitor	1%	-2%	2%	.	1%	4%	1%	1%
pAkt inh	i	i	i	i	i	i	-102%*	i
PTHR1 agonist	-17%	-24%	i	-51%[inhibitor]	i	-14%	-27%[57.5 µM]	-12%

25: CC(C)(C)OC(=O)NCCCCCc1nnc(SCc2ccccc2)o1
26: Cc1ccc(C(=O)O)cc1NC(=O)CN1C(=O)C2C3c4ccccc4C(Br)(c4ccccc43)C2C1=O (configuration not stated)
27: COC(=O)c1ccc2[nH]c(C)c(CN3CCCC3)c(=O)c2c1
28: O=C(NCCc1ccc(F)cc1)Nc1ccccc1Cl
29: O=C(CC1c2ccccc2Oc2ccccc21)Nc1ccccc1F
30: Cc1c(C(=O)N(C)C2CCCCC2)sc2ncnc(N3CCN(c4ccccc4)CC3)c12
31: CCOc1ccc(CNC(=O)CCn2c(=O)oc3ccccc32)cc1
32: Cc1cc(=O)c(C(=O)O)nn1-c1cccc(C(F)(F)F)c1

entry no.	25	26	27	28	29	30	31	32
CCT chaperon mod	2.3	-3.0	-0.7	-1.4	-5.5	0.4	-4.0	0.2
D3 ag	13	-1	2	-2	-21	8	-5	0
D3 antag	14	-7	0	1	0	37	16	3
EPAC2 antag	-11%	0%	11%	1%	-3%	-16%	2%	1%
EPAC2 ag	13%	7%	0%	-5%	7%	11%	9%	-3%
Mm-Cpn inhibitor	2%	0%	-2%	-2%	2%	-6%	2%	0%
pAkt inh	i	i	i	i	i	i	i	i
PTHR1 agonist	-29%	-13%	i	-6%	-20%	-55%[inhibitor]	-21%[57.5 µM]	-32%

# The closing four compounds of the part above lead into the next:
29: O=C(CC1c2ccccc2Oc2ccccc21)Nc1ccccc1F
30: Cc1c(C(=O)N(C)C2CCCCC2)sc2ncnc(N3CCN(c4ccccc4)CC3)c12
31: CCOc1ccc(CNC(=O)CCn2c(=O)oc3ccccc32)cc1
32: Cc1cc(=O)c(C(=O)O)nn1-c1cccc(C(F)(F)F)c1
33: CCn1cc(C(=O)NCc2ccco2)c2cc(OC)c(OC)cc2c1=O
34: CCOc1ccc(CN2CCN(Cc3cnn(CC)c3C)CC2CCO)cc1 (configuration not stated)
35: O=C(Nc1ccccc1N1CCN(C(=O)c2ccc(Cl)cc2)CC1)c1cc(Br)ccc1Cl
36: O=C(NC1CCCCCC1)c1ccc(-n2cnnc2)cc1
37: C[C@H](CO)N1C[C@H](C)[C@H](CN(C)S(=O)(=O)c2ccccc2)OCc2cnnn2CCCC1=O
38: CC(C)CN1C(=O)c2ccc(NC(=O)c3cccs3)cc2C1=O
39: CCOc1ccccc1NC(=O)CCCNC(=O)c1ccc(Cl)cc1
40: O=C(Cn1cc(C(F)(F)F)ccc1=O)NCC1CCCO1 (configuration not stated)

entry no.	29	30	31	32	33	34	35	36	37	38	39	40
CCT chaperon mod	-5.5	0.4	-4.0	0.2	2.8	-0.2	-0.4	-3.6	-0.1	-1.7	0.0	3.2
D3 ag	-21	8	-5	0	18	2	0	2	2	12	4	-10
D3 antag	0	37	16	3	7	3	13	5	-2	0	14	6
EPAC2 antag	-3%	-16%	2%	1%	8%	5%	-1%	-13%	5%	-2%	3%	4%
EPAC2 ag	7%	11%	9%	-3%	3%	5%	13%	10%	5%	-1%	3%	-4%
Mm-Cpn inhibitor	2%	-6%	2%	0%	1%	3%	1%	1%	.	0%	0%	0%
pAkt inh	i	i	i	i	i	i	i	i	i	i	i	i
PTHR1 agonist	-20%	-55%[inhibitor]	-21%[57.5 µM]	-32%	i	i	i	i	-18%	-34%[inhibitor]	-17%	-11%

41: NS(=O)(=O)c1ccc(NC(=O)COC(=O)c2ccc(Cl)nc2)cc1
42: O=C(Nc1ccc(C2CC2(Cl)Cl)cc1)c1ccccc1Br (configuration not stated)
43: O=C(c1cccs1)n1nc(NCc2ccccc2)nc1NCc1ccccc1
44: Nc1nc2c(C(=O)N3CCOCC3)nnn2c2ccccc12
45: COc1ccccc1-c1c(C)nn2c(N3CCOCC3)cc(C)nc12
46: O=c1cc(N2CCCC2)c2ccccc2o1
47: CCNc1nc(NCC)n2c(SCC(=O)Nc3ccc(F)cc3[N+](=O)[O-])nnc2n1
48: Cc1ccccc1CN(c1ccc(C(=O)N2CCN(C)CC2)cc1)S(C)(=O)=O

entry no.	41	42	43	44	45	46	47	48
CCT chaperon mod	-1.1	-0.4	-1.6	-0.4	-3.7	0.6	-1.1	1.1
D3 ag	-3	-16	-24	3	1	1	5	8
D3 antag	-3	-14	?	5	-6	6	-13	2
EPAC2 antag	2%	-5%	-6%	-5%	-6%	-2%	-6%	3%
EPAC2 ag	6%	13%	10%	10%	14%	-2%	10%	6%
Mm-Cpn inhibitor	-1%	-1%	0%	-2%	2%	-3%	-4%	.
pAkt inh	i	i	i	i	i	i	i	i
PTHR1 agonist	-12%	-42%[inhibitor]	-7%	i	-6%	i	i	i

49: CN(C)c1ccc(S(=O)(=O)NCC(=O)OCC(=O)Nc2cc(Cl)cc(Cl)c2)cc1[N+](=O)[O-]
50: O=C(Nc1ccc(N2CCCCC2)cc1)c1cc([N+](=O)[O-])cc([N+](=O)[O-])c1
51: C[C@@H]1CN([C@H](C)CO)S(=O)(=O)c2ccc(-c3cccc(C(=O)N(C)C)c3)cc2O[C@H]1CN(C)C(=O)Nc1ccc(F)cc1
52: CN(C)S(=O)(=O)c1ccc(Cl)c(C(=O)NNC(=O)Cc2nc3ccccc3n2C)c1
53: CCn1c(SCC(=O)N2CCCC2)nnc1-c1ccc(S(=O)(=O)N2CCCCCC2)cc1
54: Cc1ccc(NC(=O)N2CCN(C(=O)C3CCCO3)CC2)cc1 (configuration not stated)

entry no.	49	50	51	52	53	54
CCT chaperon mod	-2.5	-0.9	0.6	0.7	-2.1	1.3
D3 ag	-16	15	1	-2	-2	-11
D3 antag	-19	-17	14	-11	14	-8
EPAC2 antag	-12%	10%	3%	1%	3%	0%
EPAC2 ag	5%	-11%	6%	3%	-5%	5%
Mm-Cpn inhibitor	2%	-1%	.	-5%	1%	-1%
pAkt inh	i	i	i	i	i	i
PTHR1 agonist	i	-5%	i	-1%	-7%[57.5 µM]	i

# Screens from PubChem BioAssay.
